# All columns: NCI-60 one-dose screen, growth in % after 48 h at 10 µM unless noted; 100 = growth as untreated, 0 = no growth, -100 = all killed.
# U251 – U251 CNS tumor cells | actives 5.4% (n = 80,000) | AID 1794753
# SF-268 – SF-268 CNS cancer cells; actives 3.1% (n = 82,000); AID 1794759
# PC-3 – PC-3 prostate cancer cells; actives 3.9% (n = 80,000); AID 1794754
# DU-145 – DU-145 prostate cancer | actives 4.2% (n = 81,000) | AID 1794760
# SF-539 – SF-539 CNS cancer; actives 6.8% (n = 81,000); AID 1794752
# SN12C – SN12C renal cancer cells | AID 1794767 | actives 3.8% (n = 81,000)
# UO-31 – UO-31 renal cancer; actives 5.2% (n = 81,000)
# SF-295 – SF-295 CNS cancer cells | AID 1794758 | actives 5.6% (n = 79,000)
# 786-0 – 786-0 renal cancer cells. actives 5.1% (n = 81,000). AID 1794775
# An asterisk follows results filed as active; . = not tested or not shown; & = joins results of further samples. The calls were made as follows: active = growth percent below 10; inactive = the rest.
1) O=C(CCCCCCN1CC(=O)N2[C@@H](C3CC3)c3[nH]c4ccccc4c3C[C@H]2C1=O)NO
2) CC[N+](C)(C)c1ccccc1
3) C=CCn1c(SCC(=O)Nc2ccc(C(=O)/C=C/c3ccc(OC)cc3)cc2)nnc1-c1cc(-c2ccc(Cl)cc2)nc2ccccc12
4) C[C@@H]1O[C@H](/C=C/c2ccccc2F)[C@@H](O)[C@H]1O
5) COc1cc2nc(Cc3ccc(C)cc3)[nH]c(=O)c2cc1OC
6) N#Cc1ccc(-c2ccc(OCCCCN3CCCCCC3)cc2)cc1
7) O=C1CCSC(=S)N1c1ccc(Cl)cc1
8) O=C(OCCn1c(=S)sc2ccccc21)c1ccccc1
assay / entry	1	2	3	4	5	6	7	8
U251	53	100	86	103	117	72	94	99
SF-268	94	108	94	107	105	93	92	105
PC-3	75	100	81	102	101	65	.	107
DU-145	71	110	104	110	100	96	104	110
SF-539	61	107	94	107	104	95	93	99
SN12C	79	97	84	98	100	89	95	99
UO-31	70	85	45	88	97	71	83	90
SF-295	75	103	97	101	121	93	93	100
786-0	108	.	89	.	103	89	101	107

9) CC(C)(C)CC(C)(C)[N+](=O)[O-]
10) Cc1c(C)c(O)c2c(c1O)C(=O)c1ccccc1C2=O
11) N#C/C(=C/c1cc([N+](=O)[O-])c(O)c([N+](=O)[O-])c1)C(N)=O
12) Cc1nn(C(N)=O)c(C)c1N=Nc1ccc2oc(=O)ccc2c1
13) CC1=C(C)C(=O)C(N2CCN(c3ccccc3C)CC2)=CC1=O
14) Cc1cn(C2CC(O)C(CO)O2)c(=O)n(C)c1=O (stereo unspecified)
15) CC(O)(CC(=O)CC(=O)c1ccccc1)c1ccccc1 (stereo unspecified)
16) C/C(=C1/C(=O)Nc2ccccc21)c1ccc(NS(=O)(=O)c2ccccc2)cc1
assay / entry	9	10	11	12	13	14	15	16
U251	99	96	99	82	90	96	84&89	110
SF-268	101	62	96	85	91	110	99&110	94
PC-3	99	84	100	89	83	98	81	74
DU-145	108	106	110	70	96	110	102&143	94
SF-539	103	98	101	92	92	104	108&104	95
SN12C	101	109	101	87	92	107	85&99	72
UO-31	99	91	80	60	86	100	94&97	51
SF-295	98	98	122	97	98	114	91	88
786-0	95	87	97	84	91	87	106&101	95

17) O=C(O)CSCSCC(=O)O
18) C=CCNS(=O)(=O)Cc1cc(-c2ccc(C)cc2)no1
19) Cn1c(=O)c2[nH]c(C(O)C(O)C(O)C(O)CO)nc2n(C)c1=O (stereo unspecified)
20) COc1cc(C(=O)C(=O)c2ccc(O)c(OC)c2)ccc1O
21) CCOC(=O)c1cnc2c(OC)ccc(OC)c2c1Cl
22) O=S(=O)(OCCOS(=O)(=O)c1ccc(F)cc1)c1ccc(F)cc1
23) CC(=O)c1cccc(OC(=O)Oc2cccc(C(C)=O)c2)c1
24) O=C(O)c1cc(I)ccc1I
assay / entry	17	18	19	20	21	22	23	24
U251	94	95	100	99	109	108	100	99
SF-268	110	99	106	105	99	92	98	100
PC-3	103	98	93	103	94	88	94	98
DU-145	111	104	109	125	118	75	107	119
SF-539	98	96	.	94	104	96	111	101
SN12C	104	93	107	93	110	88	105	98
UO-31	92	90	92	98	88	85	87	86
SF-295	97	98	103	112	110	91	109	97
786-0	103	105	107	104	117	92	104	101

# Look-ups from the entries so far.
# Entry for O=S(=O)(OCCOS(=O)(=O)c1ccc(F)cc1)c1ccc(F)cc1 in SF-295: 91
# Entry for Cn1c(=O)c2[nH]c(C(O)C(O)C(O)C(O)CO)nc2n(C)c1=O (stereo unspecified) in SF-268: 106

# The results go on:
25) O=S(=O)(O)c1ccc2cc(O)c(S(=O)(=O)O)cc2c1
26) O=c1[nH]c2nnnn2c2sc3c(c12)CCCC3
27) O=C(O)c1cc2cccc(O)c2cc1O
28) CC1C(c2ccccc2)OCCN1C=NC#N (stereo unspecified)
29) Cc1ccc(-c2nc(N3CCN(C(=O)c4ccc(OC(F)(F)F)cc4)CC3)c3ccccc3n2)cc1
30) Cc1c2c(c(C)c3c1oc1ccc(O)cc13)C(=O)N(Cc1ccccc1)C2=O
31) CCOC(=O)c1sc2ncnc(Nc3ccc4c(cnn4C(=O)Nc4ccccc4)c3)c2c1C
32) Oc1ccc(CNC2CCCCC2)cc1
assay / entry	25	26	27	28	29	30	31	32
U251	95	109	110	99	86	86	53	104
SF-268	102	96	99	105	72	89	66	104
PC-3	94	85	93	96	64	80	.	101
DU-145	105	107	102	115	91	95	65	109
SF-539	108	93	91	95	98	91	19	95
SN12C	100	98	95	116	91	88	61	104
UO-31	90	70	82	104	54	71	88	90
SF-295	107	96	103	96	94	103	98	106
786-0	102	106	103	103	82	91	-2.3*	98

33) CSC(SC)C(SC)SC
34) O=C(CN1C(=O)S/C(=C\c2cc(Cl)ccc2Cl)C1=O)Nc1ncc(Cc2ccc(Cl)cc2)s1
35) O=C(CCCCCCC(=O)Nc1ccc(C(=O)/C=C/c2cn(-c3ccccc3)nc2-c2ccc(Br)cc2)cc1)NNc1ccccc1
36) Cc1cc(CO)c(O)c(CO)c1
37) C=CCNc1ccc2c3c(cccc13)C(=O)N(CC=C)C2=O
38) CC(C)(C)CC(C)(C)c1ccc(C(=O)O)cc1
39) COc1cc(-c2nn(C(=O)NCCN3CCCCC3)cc2-c2ccncc2)ccc1Cl
40) O=C(O)CCCCCN1C(=O)CSC1=S
assay / entry	33	34	35	36	37	38	39	40
U251	103	102	96	99	103	102	90	111
SF-268	98	104	95	105	96	99	74	104
PC-3	110	97	95	101	69	95	90	102
DU-145	107	109	103	115	102	106	103	111
SF-539	120	100	96	110	94	101	80	110
SN12C	107	97	96	111	98	100	92	97
UO-31	97	88	76	91	71	88	79	98
SF-295	99	101	105	109	106	103	96	101
786-0	105	108	103	107	101	101	79	105

# An excerpt from above in order of heavy-atom count, ascending.
38) CC(C)(C)CC(C)(C)c1ccc(C(=O)O)cc1
37) C=CCNc1ccc2c3c(cccc13)C(=O)N(CC=C)C2=O
39) COc1cc(-c2nn(C(=O)NCCN3CCCCC3)cc2-c2ccncc2)ccc1Cl
assay / entry	38	37	39
U251	102	103	90
SF-268	99	96	74
PC-3	95	69	90
DU-145	106	102	103
SF-539	101	94	80
SN12C	100	98	92
UO-31	88	71	79
SF-295	103	106	96
786-0	101	101	79

# (next part)
41) COc1ccc(C)cc1N
42) S=C(S)OCCSc1nnc(SCCOC(=S)S)s1
43) Cc1nc2ccccc2c2cc(-c3ccccc3)oc(=O)c12
44) Oc1[nH]c2cc(Cl)ccc2c1/C=c1/cc2c(c(-c3ccc(C(F)(F)F)cc3)n1)=Nc1ccccc1-2
45) CC(C(=O)Nc1ccccc1C(=O)NCCN)(c1ccccc1)c1ccccc1
46) CCC1CCCC(=O)C1 (stereo unspecified)
47) O=C(Cn1nnc(N2CCOCC2)n1)N/N=C/c1ccccc1Cl
48) CC(=O)Oc1cccc(C)c1[N+](=O)[O-]
assay / entry	41	42	43	44	45	46	47	48
U251	98	107	93	88	94	103	97	110
SF-268	103	97	89	93	86	94	106	94
PC-3	96	95	87	77	87	90	100	96
DU-145	110	101	95	86	108	103	119	119
SF-539	98	102	88	91	99	108	115	102
SN12C	103	96	89	106	94	97	105	99
UO-31	91	76	46	59	80	77	81	.
SF-295	100	101	99	.	98	99	85	120
786-0	108	96	99	83	97	99	97	.

49) O=C(O)c1ccc(-n2cc(CNc3ccc(F)cc3)c(-c3cc(C(F)(F)F)cc(C(F)(F)F)c3)n2)cc1
50) Cc1ccc(OCC(=O)O)c(O)c1 (tested in a mixture with another compound)
51) COc1cc(-c2cc(-c3nc4ccc(Cl)cc4[nH]3)[nH]n2)cc(OC)c1OC
52) O=C(CCCCCCC(=O)Nc1ccc(C(=O)/C=C/c2cn(-c3ccccc3)nc2-c2ccc([N+](=O)[O-])cc2)cc1)NNc1ccccc1
53) CCCC(C)(CC)C(=O)OCC1CSC(=S)S1 (stereo unspecified)
54) O=C(/C=C/c1ccccc1)Nc1ncccc1OCc1cn(Cc2cccc(Cl)c2)nn1
55) O=C(Nc1ccc(OS(=O)(=O)c2ccc(F)cc2)cc1)C1CCCC1
56) O=C(O)c1ccc(N2C(=O)/C(=C/C3=Cc4ccccc4OC3)SC2=S)cc1
assay / entry	49	50	51	52	53	54	55	56
U251	64	104	70	100	107	70	96	96
SF-268	81	100	82	100	116	85	97	97
PC-3	70	95	26	93	87	63	94	101
DU-145	84	112	58	104	111	110	107	101
SF-539	81	98	.	103	109	95	92	99
SN12C	70	102	68	93	100	97	103	77
UO-31	74	82	21	76	81	72	79	86
SF-295	87	120	.	103	102	98	95	88
786-0	89	103	65	99	102	105	95	101

57) COC(=O)[C@]12CC[C@@H](C(=O)/C=C/c3cccnc3)[C@@H]1[C@H]1CC[C@@H]3[C@@]4(C)CCC(=O)NC(C)(C)[C@@H]4CC[C@@]3(C)[C@]1(C)CC2
58) O=C(Nc1nc2c(C(F)(F)F)cccc2s1)c1cc(Cl)ccc1O
59) CCN(CC)CCSC1OC(=O)c2ccccc21 (stereo unspecified)
60) Cn1c(SCc2ccccn2)nc2c1c(=O)[nH]c(=O)n2C
61) CN(C)S(=O)(=O)Oc1ccc(NC(=O)C2CCCCC2)cc1
62) COc1ccccc1CNC(=O)CCn1c(=O)[nH]c2ccccc2c1=O
63) Nc1ccn(C2OC(CO)C(O)C2F)c(=O)n1 (stereo unspecified)
64) Cc1ccc(NC(=O)c2nc(S(C)=O)oc2-c2ccc(F)cc2)cc1Nc1nccc(-c2cccnc2)n1 (stereo unspecified)
assay / entry	57	58	59	60	61	62	63	64
U251	95	3.1*	92	100	111	96	79	39
SF-268	99	21	104	113	102	97	86	54
PC-3	93	3.5*	73	110	95	.	.	73
DU-145	106	23	111	126	108	108	89	79
SF-539	97	15	98	100	105	91	92	69
SN12C	98	-4.8*	101	100	102	99	79	39
UO-31	90	-11*	100	91	80	53	77	84
SF-295	91	-21*	99	113	102	.	99	86
786-0	107	1.4*	95	94	98	98	80	55

65) C=C1C(=O)O[C@H]2[C@H]1CC/C(COC(=O)c1cnccn1)=C\CC[C@@]1(C)O[C@@H]21
66) CCOC(=O)c1ccc2n1CCCc1cnc(Nc3ccccc3)nc1-2
67) N#Cc1ccc(/C=N/N=C2\C(=O)Nc3ccc(F)cc32)cc1
68) O=C(C(/C=N/C(=S)NCc1ccccc1)=C(/O)c1ccccc1)c1ccccc1
69) Nc1ncnc2sc(-c3cccs3)c(-c3ccccc3)c12
70) CCN(CC)CCNc1ccc(C)c2sc3cc(Cl)ccc3c(=O)c12
71) Nc1nc2c(s1)C[C@@H](NC(=S)Nc1ccc(Cl)cc1Cl)CC2
72) COc1cc(NC(=O)CN2CCN(c3cc(=O)[nH]c4ccc(F)cc34)CC2)cc(OC)c1OC
assay / entry	65	66	67	68	69	70	71	72
U251	87	89	97	96	89	16	90	94
SF-268	85	91	104	93	79	47	94	91
PC-3	64	78	104	101	90	35	86	88
DU-145	38	96	115	97	65	44	103	103
SF-539	89	92	105	114	78	66	93	94
SN12C	79	88	101	104	80	36	92	89
UO-31	65	69	93	96	94	27	67	81
SF-295	102	89	103	105	.	70	89	93
786-0	46	86	103	98	96	43	98	99

# In a second layout: 6 of the compounds above
# The line under a structure holds: U251	SF-268	PC-3	DU-145	SF-539	SN12C	UO-31	SF-295	786-0
66: CCOC(=O)c1ccc2n1CCCc1cnc(Nc3ccccc3)nc1-2
    89	91	78	96	92	88	69	89	86
67: N#Cc1ccc(/C=N/N=C2\C(=O)Nc3ccc(F)cc32)cc1
    97	104	104	115	105	101	93	103	103
68: O=C(C(/C=N/C(=S)NCc1ccccc1)=C(/O)c1ccccc1)c1ccccc1
    96	93	101	97	114	104	96	105	98
69: Nc1ncnc2sc(-c3cccs3)c(-c3ccccc3)c12
    89	79	90	65	78	80	94	.	96
70: CCN(CC)CCNc1ccc(C)c2sc3cc(Cl)ccc3c(=O)c12
    16	47	35	44	66	36	27	70	43
71: Nc1nc2c(s1)C[C@@H](NC(=S)Nc1ccc(Cl)cc1Cl)CC2
    90	94	86	103	93	92	67	89	98

# Later entries:
73) COc1cccc(-c2cn3cc(Cl)sc3n2)c1
74) O=C(O)CCc1nc2c(=O)[nH]c(SCC(=O)Nc3cccc(F)c3)nc2[nH]c1=O
75) CO[C@H]1CC[C@H](C)[C@@H]([C@@H](C)[C@@H](O)[C@@H](C)[C@@H](O)[C@@H](C)COC(=O)c2ccc(Br)cc2)O1
76) COC(=O)[C@H]1[C@H]2C[C@@H]3c4[nH]c5cc(OC)ccc5c4CCN3C[C@H]2C[C@@H](OC(=O)c2cc(OC)c(OC)c(OC)c2)[C@@H]1OC
77) Cc1cccc(OCC2CO2)c1 (stereo unspecified)
78) C#CCOc1ccccc1C(=O)c1cc(-c2ccccc2)c(=O)n(CC#C)c1
79) O=C(O)c1cc(S(=O)(=O)O)ccc1O
80) C=CCc1c(C)ccc(C)c1OC
81) CCC(C)NCC(O)(c1ccc(Cl)cc1)c1ccc(Cl)cc1 (stereo unspecified)
assay / entry	73	74	75	76	77	78	79	80	81
U251	98	105	101	85	105	97	101	101	98
SF-268	109	101	108	86	108	84	93	108	94
PC-3	102	96	96	82	98	87	98	89	73
DU-145	112	102	120	94	115	105	104	109	88
SF-539	103	96	.	.	93	92	110	103	105
SN12C	107	97	103	94	95	78	106	103	96
UO-31	49	82	91	.	99	72	85	78	97
SF-295	107	99	98	91	110	101	110	.	90
786-0	87	97	107	93	102	81	98	99	94

# Screening results: PubChem, NCI
